Screening data deposited in PubChem by Fisher Drug Discovery Resource Center.
hcGAS lum: Primary biochemical luminescence assay for human cyclic GMP-AMP synthase inhibitors. recombinant h-cGAS, ATP depletion, Kinase-Glo luminescence. Q8N884. AID 1259398, 2018. inhibition, % at 12.5 µM. 290,000 tested, 0.081% active;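 further: 0% = vehicle reaction and 100% = reaction without DNA for no activity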
Target sequence (Q8N884 whole entry, looked up): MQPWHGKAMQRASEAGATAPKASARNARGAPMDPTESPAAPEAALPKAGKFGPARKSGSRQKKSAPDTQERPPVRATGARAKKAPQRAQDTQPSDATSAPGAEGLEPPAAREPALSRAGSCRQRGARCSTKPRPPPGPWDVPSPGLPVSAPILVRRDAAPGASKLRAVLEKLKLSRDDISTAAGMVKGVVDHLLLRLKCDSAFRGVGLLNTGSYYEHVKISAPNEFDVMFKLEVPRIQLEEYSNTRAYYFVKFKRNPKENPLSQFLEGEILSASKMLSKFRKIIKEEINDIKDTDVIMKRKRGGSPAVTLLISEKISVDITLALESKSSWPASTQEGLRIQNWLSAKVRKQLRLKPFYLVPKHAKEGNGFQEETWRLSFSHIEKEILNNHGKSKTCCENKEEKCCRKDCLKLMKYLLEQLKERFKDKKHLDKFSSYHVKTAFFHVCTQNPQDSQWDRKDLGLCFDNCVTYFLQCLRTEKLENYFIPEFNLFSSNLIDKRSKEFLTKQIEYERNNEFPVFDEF
NPYLR7 ag: agonists of mosquito NPYLR7 receptor, primary screen, cell-based, Aedes aegypti, calcium fluorescence, mosquito biting behavior; activation, % at 10 µM; 270,000 tested, 0.15% active; HEK293T NPYLR7/Galpha15, GCaMP6s calcium fluorescence; Aedes aegypti neuropeptide Y-like receptor 7 (NPYLR7); in the data active means activation above about 40%;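 further: 0% = vehicle and 100% = reference agonist at the receptor; some compounds past the cut are filed as inactive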
mcGAS lum: cyclic GMP-AMP synthase inhibitors, mouse, primary biochemical chemiluminescence; Q8C6L5; recombinant cGAS, Kinase-Glo ATP depletion luminescence; inhibition, % at 12.5 µM; 160,000 tested, 0.15% active; AID 1259399, 2018;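 further: 0% = negative control wells and 100% = reference inhibitor with no enzyme activity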
An asterisk follows results filed as active; & = joins results of further samples. Unless noted, no stated cut-off is given here; in the data, active means inhibition above about 40%; inactive means the rest.

`Cc1ccc(SC2CCN(C(=O)CC3COCCN3)CC2)cc1` (stereo not drawn) gave hcGAS lum -5 and NPYLR7 ag 0.
Cc1ccccc1CN1CCOC(CCNC(=O)c2cnco2)C1 (stereo not drawn) was read as hcGAS lum -7, NPYLR7 ag 28 and mcGAS lum -11.
`Cc1nnc2sc(SCc3ccc(Cl)c(Cl)c3)nn2c1=O` gave hcGAS lum -9, NPYLR7 ag 6 and mcGAS lum -9.
`CCOC(=O)C1CCCCN1CC(=O)N1N=C(c2ccc(C)c(C)c2)CC1c1ccc(OC)cc1OC` (stereo not drawn) gave hcGAS lum -5, NPYLR7 ag 14 and mcGAS lum -5.
Screening O=S(=O)(NCc1ccccc1)NCc1cnn2ccccc12 returned hcGAS lum -11 and NPYLR7 ag 4.
Screening CCNC(=O)N1CCC2(CC1)[C@@H](C(=O)OCC)[C@@H](O)C(=O)N2Cc1ccccc1 returned hcGAS lum -2, NPYLR7 ag 8 and mcGAS lum -7.
For Cc1ccccc1OCC1CCCN(Cc2cnc(N)nc2)C1 (stereo not drawn) the results were hcGAS lum -5, NPYLR7 ag 4 and mcGAS lum -12.
`Fc1ccc(-c2cnc(CN3CCN(c4ccccc4)CC3)o2)cc1` gave hcGAS lum -7 and NPYLR7 ag 12.
Screening CC(C)(C)c1ccnc2nc(N3CCN(S(=O)(=O)c4ccccc4C#N)CC3)nn12 returned hcGAS lum -10, NPYLR7 ag 12 and mcGAS lum -4.
For CC(C)CNC(=O)c1cc(NC(=O)Nc2ccc(Cl)cc2Cl)ccc1N1CCCC1 the results were hcGAS lum -2, NPYLR7 ag 8 and mcGAS lum -2.
CCCCC(=O)Nc1cc([N+](=O)[O-])ccc1OC was read as hcGAS lum -5 and NPYLR7 ag 1.
Screening COc1ccc(-c2ccc(OCCNC(=O)C3CCCC3)nn2)cc1 returned hcGAS lum -11, NPYLR7 ag -4 and mcGAS lum -9.
CCC(CC)n1nc(C)cc1NC(=O)Cn1nc(C)c2ccccc2c1=O was read as hcGAS lum -5 and NPYLR7 ag 6.
`CC(Sc1nnc(SCC(N)=O)s1)C(=O)Nc1ccc(F)cc1` (stereo not drawn) gave hcGAS lum -13 and NPYLR7 ag 20.
Screening CN(C)c1ccc(C(CNC(=O)C(=O)Nc2ccc3c(c2)OCO3)N2CCc3ccccc3C2)cc1 (stereo not drawn) returned hcGAS lum -8 and NPYLR7 ag 11.
Screening O=C(Nc1nc(-c2ccc(F)cc2)cs1)c1cccs1 returned hcGAS lum 2, NPYLR7 ag -4 and mcGAS lum -4.
Screening Cc1ccccc1C(NC(=O)C1CCN(CCCc2ccccc2)CC1)c1ncccc1C (stereo not drawn) returned hcGAS lum -6, NPYLR7 ag 45 and mcGAS lum -4.
Screening Cc1[nH]c2ccc(Cl)cc2c1CCNC(=O)C1CC2(CCNCC2)CN1 (stereo not drawn) returned hcGAS lum 1 and NPYLR7 ag 18.
`NC(=O)c1c(NC(=O)c2ccc(Br)o2)sc2c1CCCCC2` gave hcGAS lum -5 and NPYLR7 ag 1.
For Cc1ccc(NC(=O)NCCC2CN(C3CCOCC3)CCO2)cc1 (stereo not drawn) the results were hcGAS lum -1 and NPYLR7 ag 1.
`Cc1ccc(NC(=O)Cn2nc(C)c3ccccc3c2=O)c(C)c1` gave hcGAS lum 0, NPYLR7 ag 21 and mcGAS lum -4.
`Cc1cncc(C(=O)NCC2CCN(Cc3ccccc3F)C2)c1` (stereo not drawn) gave hcGAS lum -2, NPYLR7 ag 3 and mcGAS lum -12.
O=C(c1cccc2c1OCC2)N(CCO)Cc1cccs1 was read as hcGAS lum -3 and NPYLR7 ag 21.
`CCOC(=O)N1CCC(NCc2cc3cc4c(cc3n(Cc3cccc(F)c3)c2=O)OCO4)CC1` gave hcGAS lum -9 and NPYLR7 ag 17.

3 compounds out of the list, ordered by SMILES length, descending.
`CCOC(=O)N1CCC(NCc2cc3cc4c(cc3n(Cc3cccc(F)c3)c2=O)OCO4)CC1` gave hcGAS lum -9 and NPYLR7 ag 17.
`CC(Sc1nnc(SCC(N)=O)s1)C(=O)Nc1ccc(F)cc1` (stereo not drawn) gave hcGAS lum -13 and NPYLR7 ag 20.
`Cc1cncc(C(=O)NCC2CCN(Cc3ccccc3F)C2)c1` (stereo not drawn) gave hcGAS lum -2, NPYLR7 ag 3 and mcGAS lum -12.

New compounds follow:
Screening CCOC(=O)C(N=Nc1cccc([N+](=O)[O-])c1)=C(C)O returned hcGAS lum 2, NPYLR7 ag -7 and mcGAS lum 2.
`COCCCN1C(=O)N(Cc2ccccn2)C(=O)C12CCN(Cc1ccc(SC)cc1)CC2` gave hcGAS lum -7, NPYLR7 ag -4 and mcGAS lum -10.
For COc1ccc(CCOc2nc(-c3cccc(F)c3)n(-c3ccc(NC(=O)c4ccc([N+](=O)[O-])cc4)cc3)n2)cc1 the results were hcGAS lum -3, NPYLR7 ag -1 and mcGAS lum -4.
For CCN1CC2(CCCN(C(=O)c3cc(C)nn3CCN(C)C)C2)CCC1=O (stereo not drawn) the results were hcGAS lum -1 and mcGAS lum -1.
`Fc1ccc(-c2[nH]ncc2CNC23CC4CC(C2)CC(n2cncn2)(C4)C3)cc1` gave hcGAS lum -6, NPYLR7 ag 8 and mcGAS lum -12.
For CN(Cc1ccc(-c2ccn[nH]2)s1)Cc1cccc2ncccc12 the results were hcGAS lum 5, NPYLR7 ag -4 and mcGAS lum -8.
For COC(=O)c1ccc(CNCc2ccc3[nH]c(C)c(C)c3c2)cc1 the results were hcGAS lum -7, NPYLR7 ag 16 and mcGAS lum -11.
O=[N+]([O-])c1c(-n2cccn2)nn(-c2ccccc2)c1C(Cl)Cl was read as hcGAS lum 1, NPYLR7 ag -11 and mcGAS lum -4.
For Cc1cc(NC(=O)c2ccc(Cl)c(N3CCNC3=O)c2)ccn1 the results were hcGAS lum -6 and NPYLR7 ag 0.
For CN(C(=O)C1CCCc2[nH]ncc21)C(c1ccc(F)cc1)C1CC1 (stereo not drawn) the results were hcGAS lum 0 and NPYLR7 ag -25.
For COCCNc1c(Cc2ccccc2)c(C)nc2c(-c3ccccc3)c(C)nn12 the results were hcGAS lum -5, NPYLR7 ag -2 and mcGAS lum -7.
`CCOC1CCN(c2ccc(S(N)(=O)=O)cc2C(=O)OC)CC1` gave hcGAS lum -9, NPYLR7 ag 6 and mcGAS lum -14.
For CC(=O)c1sc(=Nc2ccc(C)cc2)n(N2CCOCC2)c1C the results were hcGAS lum -7, NPYLR7 ag -8 and mcGAS lum -8.
`Cc1ccc(CNC(=O)CCC2CCCN(C(=O)c3ccc(F)c(Cl)c3)C2)o1` (stereo not drawn) gave hcGAS lum -5, NPYLR7 ag 5 and mcGAS lum -13.
O=S(=O)(c1ccc(F)cc1)N1CCCN(Cc2cc3c(cc2O)OCO3)CC1 was read as hcGAS lum -1 and NPYLR7 ag -3.
Screening COCCCNc1nc2nonc2nc1N1CCC(N2CCSCC2)CC1 returned hcGAS lum -7&-2 and NPYLR7 ag 3&1.
`NC(=O)CN1CCC(C(=O)NCc2ccc3[nH]c4c(c3c2)CCCCC4)CC1` gave hcGAS lum -5, NPYLR7 ag 8 and mcGAS lum -14.
CCc1ccc(-n2nnc(C(=O)N3CCCc4ccccc43)c2C)cc1 was read as hcGAS lum -9, NPYLR7 ag -3 and mcGAS lum -7.
`CCOc1ccc(N=C2NC(=O)C(CC(=O)c3ccccc3)S2)cc1` (stereo not drawn) gave hcGAS lum 5 and NPYLR7 ag -3.
For Cc1cc(-n2c(C)cc(C(=O)Cn3cnc4sc5c(c4c3=O)CCCC5)c2C)no1 the results were hcGAS lum -6 and NPYLR7 ag 5.
Screening Cc1cc(C)n2c(NCc3ccccc3)c(-c3ccccc3F)nc2c1 returned hcGAS lum -4&-2, NPYLR7 ag 2&-4 and mcGAS lum -5&-1.
CC1CC(C)N(C(=O)c2ccc(C(=O)NC(C)(C)C)cc2)C1 (stereo not drawn) was read as hcGAS lum -5, NPYLR7 ag 6 and mcGAS lum -15.
`COCC(=O)Nc1cc(C(=O)N2CCN(c3ccc(Cl)cn3)CC2)c2c(c1)nc(C1CCC1)n2C` gave hcGAS lum -7, NPYLR7 ag 6 and mcGAS lum -27.
`Cc1ccc(S(=O)(=O)N2CCCC(c3nc4ccccc4c(=O)[nH]3)C2)s1` (stereo not drawn) gave hcGAS lum -5 and NPYLR7 ag -1.

Some of these compounds in order of SMILES length, lowest first:
Screening COCCCNc1nc2nonc2nc1N1CCC(N2CCSCC2)CC1 returned hcGAS lum -7&-2 and NPYLR7 ag 3&1.
For CC(=O)c1sc(=Nc2ccc(C)cc2)n(N2CCOCC2)c1C the results were hcGAS lum -7, NPYLR7 ag -8 and mcGAS lum -8.
For Cc1cc(NC(=O)c2ccc(Cl)c(N3CCNC3=O)c2)ccn1 the results were hcGAS lum -6 and NPYLR7 ag 0.
Screening Cc1cc(C)n2c(NCc3ccccc3)c(-c3ccccc3F)nc2c1 returned hcGAS lum -4&-2, NPYLR7 ag 2&-4 and mcGAS lum -5&-1.
CC1CC(C)N(C(=O)c2ccc(C(=O)NC(C)(C)C)cc2)C1 (stereo not drawn) was read as hcGAS lum -5, NPYLR7 ag 6 and mcGAS lum -15.
For CN(C(=O)C1CCCc2[nH]ncc21)C(c1ccc(F)cc1)C1CC1 (stereo not drawn) the results were hcGAS lum 0 and NPYLR7 ag -25.
For COCCNc1c(Cc2ccccc2)c(C)nc2c(-c3ccccc3)c(C)nn12 the results were hcGAS lum -5, NPYLR7 ag -2 and mcGAS lum -7.
O=[N+]([O-])c1c(-n2cccn2)nn(-c2ccccc2)c1C(Cl)Cl was read as hcGAS lum 1, NPYLR7 ag -11 and mcGAS lum -4.
O=S(=O)(c1ccc(F)cc1)N1CCCN(Cc2cc3c(cc2O)OCO3)CC1 was read as hcGAS lum -1 and NPYLR7 ag -3.
`Cc1ccc(CNC(=O)CCC2CCCN(C(=O)c3ccc(F)c(Cl)c3)C2)o1` (stereo not drawn) gave hcGAS lum -5, NPYLR7 ag 5 and mcGAS lum -13.
`Cc1ccc(S(=O)(=O)N2CCCC(c3nc4ccccc4c(=O)[nH]3)C2)s1` (stereo not drawn) gave hcGAS lum -5 and NPYLR7 ag -1.
For Cc1cc(-n2c(C)cc(C(=O)Cn3cnc4sc5c(c4c3=O)CCCC5)c2C)no1 the results were hcGAS lum -6 and NPYLR7 ag 5.
`COCC(=O)Nc1cc(C(=O)N2CCN(c3ccc(Cl)cn3)CC2)c2c(c1)nc(C1CCC1)n2C` gave hcGAS lum -7, NPYLR7 ag 6 and mcGAS lum -27.

The list goes on.
For CN1CCc2c(sc3c2C(=O)NC(c2ccc(-c4ccccc4[N+](=O)[O-])o2)N3)C1 (stereo not drawn) the results were hcGAS lum 1 and NPYLR7 ag -10.
For CCc1c(C)nn(CC(=O)N2CCC3(CCCO3)CC2)c1C the results were hcGAS lum -2, NPYLR7 ag -8 and mcGAS lum 3.
`COc1cc(OC)cc(-c2n[nH]c(=S)n2-c2ccccc2C)c1` gave hcGAS lum -3 and NPYLR7 ag 15.
For O=C(Cc1ccccc1)Nc1ccc(Nc2ccc(-n3cccn3)nn2)cc1 the results were hcGAS lum 0, NPYLR7 ag -1 and mcGAS lum -3.
`CC1(Cc2ccc(C(F)(F)F)o2)C(=O)Nc2ccc(-c3cccc(C(F)(F)F)c3)cc21` (stereo not drawn) gave hcGAS lum 1, NPYLR7 ag 4 and mcGAS lum -4.
`O=C(Cn1[nH]c(=O)ccc1=O)N1CCN(S(=O)(=O)c2ccc3c(c2)CCCC3)CC1` gave hcGAS lum -3 and NPYLR7 ag -1.
Screening Cc1ccc(C(=O)COc2ccc(S(C)(=O)=O)cc2)cc1C returned hcGAS lum -5, NPYLR7 ag 4 and mcGAS lum -12.
Cc1ccc(-c2noc(CSc3nnc(C4CC4)n3C3CC3)n2)cc1 was read as hcGAS lum -9, NPYLR7 ag -1 and mcGAS lum -6.
CCCS(=O)(=O)N1CCCC(C(=O)NC(C)CC)C1 (stereo not drawn) was read as hcGAS lum -1 and mcGAS lum -2.
Screening CCCn1nc2c(c1C)C(c1cnn(-c3ccc(OC)cc3)c1C)CC(=O)N2 (stereo not drawn) returned hcGAS lum -2 and NPYLR7 ag 4.
